Bioassay records from PubChem BioAssay.
PfHsp40 yeast: compounds rescuing yeast from Plasmodium falciparum HSP40 toxicity | S. cerevisiae expressing PfHsp40, growth rescue, ATP luminescence | growth rescue, % at 12.5 µM | 0.68% of 340,000 active; in the data active = growth rescue above about 28%, passing the limit was not always enough; inconclusive = no clear call, values can overlap the other calls;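 also: yeast W303a lacking pdr1 and pdr3 grown in galactose medium; growth measured after three days at 30 °C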
Anthrax LF prot: blocks Bacillus anthracis lethal factor protease; multiplex microsphere protease cleavage assay, LF; AID 588501; inhibition, % at 10 µM; 0.12% of 360,000 active; P15917; also: plate controls were buffer without enzyme for full effect and enzyme alone for no effect
Target sequence (P15917 whole entry, looked up): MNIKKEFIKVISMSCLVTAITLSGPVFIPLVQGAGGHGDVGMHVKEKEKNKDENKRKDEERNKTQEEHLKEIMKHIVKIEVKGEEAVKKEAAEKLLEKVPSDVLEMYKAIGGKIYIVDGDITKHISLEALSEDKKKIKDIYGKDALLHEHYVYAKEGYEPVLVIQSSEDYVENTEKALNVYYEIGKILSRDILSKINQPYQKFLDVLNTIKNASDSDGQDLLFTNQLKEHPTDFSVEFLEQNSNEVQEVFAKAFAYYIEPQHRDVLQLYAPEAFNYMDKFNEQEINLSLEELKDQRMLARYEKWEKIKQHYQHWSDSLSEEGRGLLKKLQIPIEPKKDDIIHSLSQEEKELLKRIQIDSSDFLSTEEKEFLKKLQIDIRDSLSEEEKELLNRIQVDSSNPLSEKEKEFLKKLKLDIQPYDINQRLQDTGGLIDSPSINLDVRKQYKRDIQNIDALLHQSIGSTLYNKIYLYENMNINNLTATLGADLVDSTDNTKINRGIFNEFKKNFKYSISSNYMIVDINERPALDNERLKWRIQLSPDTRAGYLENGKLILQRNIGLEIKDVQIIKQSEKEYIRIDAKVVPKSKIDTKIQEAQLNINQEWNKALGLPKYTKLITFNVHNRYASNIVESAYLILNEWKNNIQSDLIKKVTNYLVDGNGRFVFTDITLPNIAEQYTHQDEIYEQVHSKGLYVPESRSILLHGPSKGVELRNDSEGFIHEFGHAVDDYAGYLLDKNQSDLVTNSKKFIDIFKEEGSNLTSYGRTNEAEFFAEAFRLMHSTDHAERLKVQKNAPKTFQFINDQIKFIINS
Y pestis TopoI: inhibitors of Yersinia pestis topoisomerase I; activity, % at 10 µM; AID 504884; 0.064% of 360,000 active; Y. pestis Topo-I cleavage product accumulation, plate reader; in the data active = activity above about 50%, passing the limit was not always enough; inconclusive = no clear call, values can overlap the other calls; also: inactives centre near 2
SSB-PriA inh: K. pneumoniae PriA-SSBct interaction inhibition. AlphaScreen SSBct-PriA binding, biotinylated peptide. inhibition, % at 33 µM. 0.6% of 430,000 active; in the data active = inhibition mostly above about 37%, no sharp cut-off; inactive = mostly below about 20%;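 also: plate controls were negative control peptide for no effect and reference peptide for full effect; strong numbers were not always called active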
BH1578 lux ind: induces V. cholerae light production without autoinducers; V. cholerae BH1578 lux reporter, luminescence, 6 h; activation, % at 18.7 µM; 0.16% of 350,000 active; in the data active = activation mostly above about 9.7%, no sharp cut-off; inconclusive = no clear call, values can overlap the other calls; inactive = mostly below about 3.7%; also: not every result past the cut was called active; inactives centre near 0; reference of the scale not given here
BoNT A protease: inhibitors of Botulinum neurotoxin A light chain protease | 0.17% of 360,000 active | inhibition, % at 10 µM | AID 588499 | multiplex microsphere protease substrate cleavage, flow cytometry; also: plate controls were buffer without enzyme for full effect and enzyme alone for no effect
SARS 3CLpro inh: SARS-CoV 3CLpro protease inhibition; P0C6X7; inhibition, % at 6 µM; recombinant SARS-CoV 3CLpro, quenched FRET peptide cleavage; 0.14% of 290,000 active; in the data active = inhibition above about 12%
TcdB inh: TcdB glycohydrolase inhibition; P18177; TcdB glycohydrolase enzymatic assay, plate reader; inhibition, % at 9.99 µM; 0.24% of 350,000 active; AID 652162; in the data active = inhibition above about 10%
PrPC surface inh: inhibitors of human cell surface prion protein PrPC. P04156. TR-FRET read-out. inhibition, % at 13.8 µM. 0.43% of 370,000 active. AID 720596; in the data active = inhibition above about 24%; also: 0% = median of the test wells and 100% = reference compound wells
* marks the source's active call; other numbers are inactive results; i = inactive; ? = inconclusive; · = not tested or not shown. Rule as the data show it, unless noted: active = inhibition above about 30%; inconclusive = no clear call, values can overlap the other calls; inactive = below that. An excerpt, so the mix of outcomes need not match the whole.

SMILES	PfHsp40 yeast	Anthrax LF prot	Y pestis TopoI	SSB-PriA inh	BH1578 lux ind	BoNT A protease	SARS 3CLpro inh	TcdB inh	PrPC surface inh
O=C(CSc1ccc(-c2cccnc2)nn1)N1CCCCC1	0.8	-1	12	8	-1.7	-1.4	0	1.4	-2
CN(C)c1ccc(/C=C2\CCCCC2=O)cc1	0.5	-2	0	3	-0.3	0.4	1	-0.2	-4
CCOC(=O)C(C(=O)OCC)C(c1ccccc1)N1CCN(c2ccccc2)CC1 (stereo not given)	-0.6	2	-5	-5	i	0.0	·	-0.7	1
Clc1ccc(C(c2nnnn2CCc2ccccc2)N2CCSCC2)cc1 (stereo not given)	5.5	-1	32	6	-2.9	0.6	1	·	7
COC(=O)c1n[nH]n(-c2cc(Cl)cc(Cl)c2)c1=O	2.1	-8	0	-10	i	-0.3	-4	0.4	-5
Nc1c(C(=O)N2CCOCC2)sc(=S)n1-c1ccccc1	2.1	1	-1	-13	-12	-5.2	-5	·	-14
CC(=O)c1ccc(S(=O)(=O)N2CCC(C(=O)Nc3ncc(C)s3)CC2)cc1	-0.2	4	-4	-5	-8.3	-0.3	·	3.2	-2
O=C(Nc1nc2ccccc2[nH]1)c1cccc(Br)c1	-0.2	-4	1	-2	-0.7	-0.4	-4	1.5	6
O=C(NCC1CCCN(C(=O)c2cccc(C(F)(F)F)c2)C1)c1ccc(F)cc1 (stereo not given)	0.7	-2	-2	4	5.9	-2.3	0	1.8	8
N/C(=N\OC(=O)CC1CCCCC1)c1cccc(Br)c1	-1.1	5	5	·	i	-0.8	5	1.5	-1
COCC(C)n1c(C)cc(C(=O)COC(=O)/C=C/c2cccc(F)c2)c1C (stereo not given)	0.8	-5	28	-2	-0.9	-1.2	6	-0.1	8
Cc1cc(S(=O)(=O)N2CCN(Cc3ccccc3)CC2)c(C)s1	-0.6	-7	27	-21	-0.4	-0.1	-6	-1.9	10
CN1CCN(c2ccc(Cl)cc2NC(=O)c2nn(-c3ccccc3)c(=O)c3ccccc23)CC1	0.2	1	3	-9	i	0.1	4	·	-10
Cn1c(C(=O)NCCN2CCCCCC2)cc2c(=O)n(C)c3ccccc3c21	-1.6	-6	4	6	-0.2	-0.3	-4	1.8	-10
CN1CCN(C(=S)NC(=O)c2ccccc2Cl)CC1	-0.4	2	1	-23	-0.3	-0.6	0	0.7	-10
c1cncc(-c2nc(NCC3COc4ccccc4O3)c3ccccc3n2)c1 (stereo not given)	-0.6	0	-1	0	-0.9	1.2	-1	·	-14
COc1cc(/C=N\NC(=O)c2cccnc2)ccc1OC(=O)c1ccccc1Cl	1.4	-2	18	·	-2.9	1.3	5	-0.3	-6
CC(C)=NOCC(=O)Nn1c(COc2ccccc2)nc2ccccc2c1=O	1.0	-3	-12	-9	0.5	-4.7	1	-0.6	4
O=C(Oc1c(-c2ccccc2)c(=O)n2c3c(cccc13)CC2)c1ccco1	-0.5	-12	5	12	i	2.3	2	1.3	-2
Cc1cc(NC(=O)CSc2nnc(-c3cccs3)n2N)no1	0.0	-4	-1	-7	0.7	-0.9	-5	·	8

In the list so far, these contain an aryl thioether with sulfur outside any ring.
SMILES	PfHsp40 yeast	Anthrax LF prot	Y pestis TopoI	SSB-PriA inh	BH1578 lux ind	BoNT A protease	SARS 3CLpro inh	TcdB inh	PrPC surface inh
O=C(CSc1ccc(-c2cccnc2)nn1)N1CCCCC1	0.8	-1	12	8	-1.7	-1.4	0	1.4	-2
Cc1cc(NC(=O)CSc2nnc(-c3cccs3)n2N)no1	0.0	-4	-1	-7	0.7	-0.9	-5	·	8

Full records, quoted from the list. Order of values: PfHsp40 yeast, Anthrax LF prot, Y pestis TopoI, SSB-PriA inh, BH1578 lux ind, BoNT A protease, SARS 3CLpro inh, TcdB inh, PrPC surface inh
Nc1c(C(=O)N2CCOCC2)sc(=S)n1-c1ccccc1 as listed: 2.1, 1, -1, -13, -12, -5.2, -5, ·, -14
O=C(NCC1CCCN(C(=O)c2cccc(C(F)(F)F)c2)C1)c1ccc(F)cc1 (stereo not given) as listed: 0.7, -2, -2, 4, 5.9, -2.3, 0, 1.8, 8

The results go on:
SMILES	PfHsp40 yeast	Anthrax LF prot	Y pestis TopoI	SSB-PriA inh	BH1578 lux ind	BoNT A protease	SARS 3CLpro inh	TcdB inh	PrPC surface inh
O=C(CCc1nc2ccccc2c(=O)[nH]1)NNC(=O)COc1cccc(F)c1	0.6	-4	1	-7	i	0.7	·	1.4	-4
CC1(C)Cc2c(sc(NC(=O)C(C)(C)C)c2C#N)C(C)(C)N1	0.3	-10	-7	-14	3.4	-1.4	3	·	1
O=C(c1ccc(-n2c(SCc3cc(F)ccc3F)nc3ccccc3c2=O)cc1)N1CCOCC1	0.1	-4	2	2	-0.6	-0.1	-6	0.7	3
CCCCn1c(SCc2cccc([N+](=O)[O-])c2)nc2ccsc2c1=O	-0.9	-1	-5	8	-0.2	0.0	2	0.8	-1
COC(=O)c1ccc(-c2cc3onc(-c4ccccc4)c3c(=O)n2C)cc1	18	-2	23	-11	-0.8	-0.4	·	1.6	-4
COc1ccccc1N1CCN(CCOc2c(OC)cccc2OC)CC1	0.0	-3	12	3	i	0.3	-2	·	-3
Cc1ccc(C(C)NC(=O)C2CCCC2)c(C)c1 (stereo not given)	-0.4	1	5	-18	i	-0.7	0	2.3	5
COCCNc1ncnc2c1ncn2[C@H]1CN(Cc2cc(OC)c(OC)c(OC)c2)C[C@@H](CO)O1	·	4	9	·	1.6	0.2	·	0.2	-1
Cn1c2c(c(=O)n(C)c1=O)CS(=O)c1ccccc1N2 (stereo not given)	·	-3	·	·	·	0.0	·	-11	6
Cc1ccc(C(=O)O)cc1N=Cc1cc(Br)cc(Br)c1O	-1.3	-2	-7	-19	i	0.5	5	·	·
CCOc1ncccc1C(=O)Nc1nnc(C(CC)CC)s1	0.1	-3	30	-26	-0.3	0.1	1	1.5	3
NC(=O)Nc1ccc(C(=O)OCC(=O)N(Cc2ccccc2)C2CCS(=O)(=O)C2)cc1 (stereo not given)	2.3	-1	2	-13	-0.2	0.0	-1	2.8	-3
CCC(C)C(NC(=O)C1CCC(=O)N1C(=O)OCc1ccccc1)C(=O)NC(C(=O)N1CCCC1C(N)=O)C(C)CC (stereo not given)	-0.2	-7	0	-6	i	-0.2	-4	1.0	1
Cc1ccc(NC(=O)C2CC(=O)Nc3nncn32)cc1 (stereo not given)	0.6	-2	2	-13	-0.1	-0.9	1	0.1	1
O=C(COc1ccccc1)Nc1ccc(S(=O)(=O)Nc2ncccn2)cc1	-0.7	-1	-10	-15	0.3	-0.4	1	17*	-1
CN(C)CCCCCN(C)Cc1cc2ccccc2o1	-1.8	-4	-2	3	-0.3	0.5	-3	-2.0	-12
COc1ccccc1NC(=O)CSc1nnc(C2CCCCC2)o1	-1.0	5	20	4	-6.7	0.6	-2	·	9
CCCCN(C=O)c1c(CC)nc2c(OCCOc3ccccc3)cccn12	·	-3	17	·	-0.2	-0.3	·	-5.1	9
Cc1ccc(S(=O)(=O)N2CCCCC2C(=O)O)cc1 (stereo not given)	-1.9	2	-5	-14	-0.5	0.2	-3	1.7	2
Cc1ccc(OC(F)F)c(NC(=O)Nc2cccc(C(F)(F)F)c2)c1	?	-3	-25	-41	i	1.4	3	1.3	·
c1cncc(CNC2=NCCCCC2)c1	-1.7	4	4	-13	i	-1.3	-2	·	3
CCCCCC(=O)N/N=C(\C)c1ccc(N2CCCCC2)cc1	0.6	0	6	·	i	-0.9	1	1.1	7
COc1cccc(C(=O)N2CCn3c2nc2ccccc23)c1	-1.0	-5	2	-1	i	-0.1	2	4.2	-2
COc1ccccc1C(=O)NC(=O)COC(=O)C1CC1	-0.2	-4	-2	0	0.6	-2.6	·	-3.2	-5
O=C(O)COc1ccc2c(c1)CCCC2	0.3	2	-4	1	-0.4	-0.3	0	·	-2
CCOC(=O)Cc1csc(NC(=O)/C=C/c2cccc(Br)c2)n1	3.9	-4	-17	1	i	0.1	7	0.9	15
O=C1CSC(c2c(F)cccc2Cl)N1c1cccc(F)c1 (stereo not given)	-0.5	-3	-5	-16	-0.7	-0.1	1	·	-2
CC(C)OCCCN1CC(=O)N2[C@@H](Cc3c([nH]c4ccccc34)C2(C)C)C1=O	0.9	8	1	-12	0.9	-1.9	0	0.2	8
c1cc2[nH]snc2c2nc(C3CC3)nc12	1.7	-9	11	-10	·	?	-7	·	-24
Cn1nc(C(=O)N2CCN(c3ccccn3)CC2)c2ccccc2c1=O	0.3	2	-3	2	11	-0.2	·	1.7	5
C[C@@H]1CC=C[C@@H]2[C@H]1C(=O)N(Cc1ccccc1)[C@H]2c1cccc(C#Cc2ccccc2)c1	1.8	-6	15	-1	-1.0	-0.5	·	0.8	-6
Cc1cccc(N2CCC(N3CCN(C4CCCCC4)C(CCO)C3)CC2)c1C (stereo not given)	2.5	0	13	-12	4.6	0.2	1	0.5	-1
Cc1cc(Cl)ccc1C(=O)C1CCCN(C(=O)/C=C/c2cnn(C)c2)C1 (stereo not given)	-0.7	-4	12	-17	-0.5	-0.1	0	0.8	4
COc1ccc(C(=S)Nc2ccc(C)cc2)cc1	-0.6	1	-7	-2	-9.8	-0.1	1	·	3
COc1ccc([C@H]2C[C@@H](n3cc(C4CC4)nn3)[C@H](O)CN2C(=O)C2CCCCC2)cc1	·	-2	9	·	-0.5	-0.2	·	-0.7	-12
CN1CC(=O)NC1=NC(=O)c1ccc(Cl)c(S(=O)(=O)N2CCCCCC2)c1	0.2	-2	-9	-6	-0.1	-0.1	4	·	-1

Rewritten comma-delimited: entries from further up.
structure,PfHsp40 yeast,Anthrax LF prot,Y pestis TopoI,SSB-PriA inh,BH1578 lux ind,BoNT A protease,SARS 3CLpro inh,TcdB inh,PrPC surface inh
Cn1nc(C(=O)N2CCN(c3ccccn3)CC2)c2ccccc2c1=O,0.3,2,-3,2,11,-0.2,·,1.7,5
O=C(O)COc1ccc2c(c1)CCCC2,0.3,2,-4,1,-0.4,-0.3,0,·,-2

Three compounds already listed, sorted by molar mass, descending:
SMILES	PfHsp40 yeast	Anthrax LF prot	Y pestis TopoI	SSB-PriA inh	BH1578 lux ind	BoNT A protease	SARS 3CLpro inh	TcdB inh	PrPC surface inh
COc1ccc([C@H]2C[C@@H](n3cc(C4CC4)nn3)[C@H](O)CN2C(=O)C2CCCCC2)cc1	·	-2	9	·	-0.5	-0.2	·	-0.7	-12
CC(C)OCCCN1CC(=O)N2[C@@H](Cc3c([nH]c4ccccc34)C2(C)C)C1=O	0.9	8	1	-12	0.9	-1.9	0	0.2	8
O=C1CSC(c2c(F)cccc2Cl)N1c1cccc(F)c1 (stereo not given)	-0.5	-3	-5	-16	-0.7	-0.1	1	·	-2
